Source: PubChem BioAssay
CHO-K1 Ca antag – counter-screen for M1 antagonists: effect in parental CHO-K1 cells | inhibition, % at 3 µM | ATP-induced calcium, Fluo-8 fluorescence | 360,000 compounds, 0.6% hits | AID 602250;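 active = inhibition above a per-plate cutoff, the plate's mean sample inhibition plus 3 SD, cut at about 24% in these data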;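 also: 0% = DMSO plus EC80 ATP and 100% = DMSO alone without ATP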
CHO parental Ca – signal in parental CHO cells, OX1R antagonist counter-screen; parental CHO-K1, ATP-induced calcium, Fluo-8 fluorescence; inhibition, % at 5.6 µM; 330,000 compounds, 0.63% hits; AID 463079;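 active = inhibition above that plate's mean sample inhibition plus 3 SD, cut at about 26% in these data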;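 also: 0% = ATP-challenged DMSO wells and 100% = DMSO wells without ATP; some compounds past the cut are filed as inactive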
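Assay system: untransfected parental CHO cell line. Also added: ATP agonist challenge. Dosing: one dose, 5.6 µM nominal. Measured by: Fluo-8 fluorescence. Read-out: % inhibition. Benchmarks: ATP wells versus no-ATP DMSO wells. Repeats: no replicates.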
M1 PAM parental – counter-screen for M1 PAMs: effect in parental CHO-K1 cells; ATP EC20, Fluo-8 calcium fluorescence; 0% at ATP EC20, 100% at ATP max; activation, % at 3 µM; 360,000 compounds, 0.02% hits; AID 602247;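 active = activation above the run cutoff, the mean activation of all test compounds plus 3 SD, cut at about 40% in these data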;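 also: peak over basal fluorescence ratio in a 140 s read after ATP addition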
M1 ag – activates human CHRM1 receptor; activation, % at 3 µM; P11229; AID 588814; CHO-K1 hM1, Fluo-8 calcium fluorescence, agonist mode; 0% DMSO, 100% acetylcholine EC100; 360,000 compounds, 0.33% hits;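 active = activation above the run's mean compound activation plus 3 SD, cut at about 16% in these data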;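 also: peak over basal fluorescence ratio within a 140 s kinetic read after compound addition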
Target sequence (P11229 whole entry, looked up): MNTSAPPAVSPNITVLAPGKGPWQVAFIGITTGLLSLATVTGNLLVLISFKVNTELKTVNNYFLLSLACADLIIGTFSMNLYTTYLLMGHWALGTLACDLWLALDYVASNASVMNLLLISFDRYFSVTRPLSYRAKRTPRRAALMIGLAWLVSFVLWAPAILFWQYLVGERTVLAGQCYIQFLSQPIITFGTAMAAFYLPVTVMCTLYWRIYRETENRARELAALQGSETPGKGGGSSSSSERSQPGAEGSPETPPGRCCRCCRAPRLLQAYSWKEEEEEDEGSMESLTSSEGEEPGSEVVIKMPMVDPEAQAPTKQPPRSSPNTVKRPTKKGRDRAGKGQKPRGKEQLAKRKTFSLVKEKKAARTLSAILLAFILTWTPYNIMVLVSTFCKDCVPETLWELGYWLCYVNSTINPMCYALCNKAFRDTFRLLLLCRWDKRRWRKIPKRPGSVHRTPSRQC
M1 ag parental – M1 agonist counterscreen hit in parental CHO-K1 cells | activation, % at 3 µM | Fluo-8 calcium fluorescence; scaled to maximal ATP response, vehicle zero | AID 602248 | 360,000 compounds, 0.48% hits; in the data active = activation above about 15%;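 also: untransfected CHO-K1 host cells lacking M1 receptor as counterscreen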
TAAR1 antag – human TAAR1 antagonism; Q96RJ0; CHO RD-HGA16 TAAR1, Fluo-8 calcium fluorescence, antagonist; inhibition, % at 3 µM; 360,000 compounds, 1.5% hits; AID 624466;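 active = inhibition above a per-plate cutoff, the mean inhibition of test compounds on that plate plus 3 SD, cut at about 49% in these data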;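 also: 0% = DMSO plus EC80 beta-PEA response and 100% = DMSO alone without agonist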
Target sequence (Q96RJ0 whole entry, looked up): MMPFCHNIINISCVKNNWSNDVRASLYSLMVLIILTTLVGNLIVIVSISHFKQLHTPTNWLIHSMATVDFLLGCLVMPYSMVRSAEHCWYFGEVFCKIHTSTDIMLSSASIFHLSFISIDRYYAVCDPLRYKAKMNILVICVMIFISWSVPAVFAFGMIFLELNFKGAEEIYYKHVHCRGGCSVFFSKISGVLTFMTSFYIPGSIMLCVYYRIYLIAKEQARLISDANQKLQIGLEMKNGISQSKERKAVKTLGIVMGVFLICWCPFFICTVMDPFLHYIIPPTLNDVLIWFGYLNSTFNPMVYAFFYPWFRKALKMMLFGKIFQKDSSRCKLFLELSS
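test system = CHO RD-HGA16 cells bearing hTAAR1 | replication = singlicate | controls = DMSO-only wells and EC80 β-PEA-stimulated wells | reagent = EC80 β-phenethylamine stimulus | read-out basis = percent inhibition of PEA-evoked calcium signal, max/basal emission ratio | schedule = seeding 17-24 h prior, 75-min 37 °C, 30-min RT dye loading | signal = kinetic Fluo-8 calcium fluorescence measurement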
TAAR1 agonist – human TAAR1 agonism; activation, % at 3 µM; CHO RD-HGA16 TAAR1, Fluo-8 calcium fluorescence; vehicle wells 0%, saturating PEA agonist 100%; 360,000 compounds, 0.99% hits; Q96RJ0;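 active = activation above the mean activation of all test compounds in the run plus 3 SD, cut at about 38% in these data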
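Repeats: no replicates (n 1) | Material: CHO-derived RD-HGA16 cells with stable Gα16 and human TAAR1 | Technique: Kinetic Fluo-8 calcium fluorescence | Schedule: 17-24 h seeding, 75 min 37 °C dye, 30 min RT | Evaluation: % activation from peak over basal fluorescence ratio, DMSO-to-PEA scaled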
M1 antag – human CHRM1 antagonism; P11229; CHO-K1 hM1, Fluo-8 calcium fluorescence, ACh EC80 antagonist; inhibition, % at 3 µM; 360,000 compounds, 1.3% hits; AID 588852;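 active = percent inhibition above its own plate's cutoff, namely the mean of that plate's compound wells plus 3 SD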;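 also: peak over basal fluorescence ratio during 140 s after agonist addition; 0% = ACh EC80 plus DMSO and 100% = DMSO alone without agonist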
M1 PAM – potentiates human M1 receptor response to acetylcholine; AID 588819; P11229; 360,000 compounds, 0.088% hits; CHO-K1 hM1, Fluo-8 calcium fluorescence, ACh EC20; 0% = ACh EC20, 100% = maximal ACh; activation, % at 3 µM; in the data active = activation above about 19%, passing the limit was not always enough
* = called active by the depositor; / = no result given.

SMILES	CHO-K1 Ca antag	CHO parental Ca	M1 PAM parental	M1 ag	M1 ag parental	TAAR1 antag	TAAR1 agonist	M1 antag	M1 PAM
N#Cc1ccccc1NC(=O)c1cc(=O)c2ccccc2o1	-10	-8	-2	-3	1.0	-16	2	1	5
COc1ccc(CCNC(=O)c2c(C)nn(-c3ccccc3)c2Cl)cc1OC	-16	-19	10	-4	0.6	-3	4	-2	4
Cn1c(N2CCC(C(N)=O)CC2)nc2c1c(=O)n(Cc1ccc(Br)cc1)c(=O)n2C	2	-9	9	-5	1.2	6	9	-10	6
COCCn1c(=S)[nH]c2cc(C(=O)NCCCN3CCOCC3)ccc2c1=O	-11	-13	21	-7	0.3	7	11	-4	-1
CCOc1ccc(-n2c(SCC(=O)NC(C)CC)nc3n[nH]c(C)c3c2=N)cc1 (stereo not given)	-12	-18	14	-8	-0.8	/	/	-11	2
COc1ccc(Br)cc1[C@H]1[C@H]2C=CC[C@@H](C)[C@@H]2C(=O)N1Cc1ccccc1	-14	/	11	-2	0.1	-6	16	-5	4
COCCCNC(=S)N/N=C/c1ccc(O)cc1O	0	-26	7	-3	0.7	-9	1	-16	13
Cc1ccccc1N1CCN(CCN2C(=O)CC(=C3c4ccccc4-c4ccccc43)C2=O)CC1	9	-14	-5	-1	-0.4	-9	12	-7	6
CCN1CCN(c2oc(COc3ccc(-c4ccccc4)cc3)nc2C#N)CC1	0	-15	5	-4	1.1	28	15	12	-7
Cc1ccc(CNC(=O)C2CC(c3cccc([N+](=O)[O-])c3)=NO2)cc1 (stereo not given)	-7	-10	-4	-1	1.3	10	3	-2	2
CCOc1cc(N2CCOCC2)c(OCC)cc1NC(=O)COC(=O)COc1cc(C)cc(C)c1	-2	1	3	-1	3.2	-7	0	-16	18
S=C(Nc1ccccc1Cl)N(CCCN1CCOCC1)Cc1ccco1	2	-17	11	-10	0.5	10	-1	2	-4
CCCS(=O)(=O)N1CCCC(C(=O)NC2CCCCC2)C1 (stereo not given)	11	-1	8	-4	1.4	-9	1	-8	6
Cc1ccccc1N1CCN(Cc2ccc([N+](=O)[O-])o2)CC1	-9	-7	5	-5	-0.1	13	2	-10	4
O=[N+]([O-])c1ccc(C2=Nn3c(Cn4nnc5ccccc54)nnc3SC2)cc1	12	-18	-24	-7	0.1	-16	2	-3	6
O=S(=O)(c1ccc(Br)s1)N1CCN(c2ccc(F)cc2)CC1	-18	-1	-14	-5	0.3	6	3	5	-6
Cc1cccc2sc(NC(=O)Cn3cccc3)nc12	-6	-5	11	-1	0.6	-1	1	-13	6
NC(=O)c1cnn2c(-c3ccc(Cl)cc3Cl)ccnc12	-11	-13	23	-5	2.9	/	/	-8	6
FC(F)C(F)(F)C(F)(F)C(F)(F)c1cc(-c2ccccc2)n[nH]1	-8	87*	-8	-2	0.5	27	20	-5	2
CCCN(CC(=O)Nc1ccc(F)c(F)c1F)C(=O)c1cc([N+](=O)[O-])ccc1N1CCOCC1	-4	-20	10	-4	0.9	2	3	-4	0
Clc1cccc(Cl)c1CSc1nnc(CN2CCOCC2)n1-c1ccccc1	9	-13	0	1	0.0	-9	9	-9	3
COc1ccc(C(=O)Nc2ccc(NC(=O)CSc3nnc(-c4ccncc4)n3C)cc2)cc1	-8	-4	-12	-4	-0.1	-5	7	3	1
Cc1cccc(C(=O)N2CCN(c3ncnc4c3cnn4-c3ccccc3)CC2)c1	-6	-21	17	0	3.4	9	16	1	0
CC(C(=O)OCC(=O)Nc1ncc(Cl)cc1Cl)N1C(=O)c2ccccc2C1=O (stereo not given)	-1	-25	-2	-2	0.4	-17	17	13	-5
CSc1ccc(S(=O)(=O)NCCSc2ccccn2)cc1	-4	-11	6	-9	2.0	2	9	10	-2

Arranged by molecular weight (lowest first): part of the list above.
SMILES	CHO-K1 Ca antag	CHO parental Ca	M1 PAM parental	M1 ag	M1 ag parental	TAAR1 antag	TAAR1 agonist	M1 antag	M1 PAM
Cc1cccc2sc(NC(=O)Cn3cccc3)nc12	-6	-5	11	-1	0.6	-1	1	-13	6
S=C(Nc1ccccc1Cl)N(CCCN1CCOCC1)Cc1ccco1	2	-17	11	-10	0.5	10	-1	2	-4
O=S(=O)(c1ccc(Br)s1)N1CCN(c2ccc(F)cc2)CC1	-18	-1	-14	-5	0.3	6	3	5	-6
CC(C(=O)OCC(=O)Nc1ncc(Cl)cc1Cl)N1C(=O)c2ccccc2C1=O (stereo not given)	-1	-25	-2	-2	0.4	-17	17	13	-5
COc1ccc(C(=O)Nc2ccc(NC(=O)CSc3nnc(-c4ccncc4)n3C)cc2)cc1	-8	-4	-12	-4	-0.1	-5	7	3	1

Next records:
SMILES	CHO-K1 Ca antag	CHO parental Ca	M1 PAM parental	M1 ag	M1 ag parental	TAAR1 antag	TAAR1 agonist	M1 antag	M1 PAM
c1ccc(CN2CCC(Nc3nc(-c4cccs4)nc4ccccc34)CC2)cc1	-4	-16	21	-1	16*	-22	10	2	8
COc1ccccc1C(=O)NCCn1ccc2ccccc21	-6	-27	14	-4	1.4	1	9	-14	-10
CCn1c(-c2cccn(Cc3ccccc3)c2=O)n[nH]c1=S	2	-12	5	-2	-0.9	1	15	-1	11
COc1ccc(COC(=O)Nc2cn(C)nc2C(F)(F)F)cc1	1	3	-14	0	0.0	-15	6	-2	3
O=S1(=O)N=C(Nc2ccc(N3CCOCC3)cc2)c2ccccc21	-36	6	16	-1	1.1	9	1	-5	5
CC(=O)N1CC(C)Sc2ccc(S(=O)(=O)NCc3ccccc3Cl)cc21 (stereo not given)	-4	1	-7	4	13	10	9	5	-8
Cc1nn(C)cc1NC(=O)Cn1nc(C(F)(F)F)cc1C1CC1	-5	-6	27	-8	0.1	-19	1	-9	11
O=C(COC(=O)C1CCCCC1)Nc1cc([N+](=O)[O-])ccc1F	-22	-11	16	-1	1.5	3	7	0	5
Cc1ccc(C(=O)C(C)N(C(=O)c2ccc(Cl)cc2Cl)N2C(=O)CCCC2=O)cc1 (stereo not given)	8	-10	-9	-2	0.1	-30	-1	4	-5
COc1ccc(-n2c(C)cc(C(=O)COC(=O)c3ccc(O)cc3O)c2C)cc1	-3	33*	-6	-1	6.3	26	-1	30	-10
Cc1ccc(Oc2ccc(S(=O)(=O)Nc3ccc(C(=O)O)cc3)cc2)cc1	-10	-2	-15	-1	0.6	-7	3	5	-2
Cc1ccccc1-c1nnn(Cc2ccc(-c3nn[nH]n3)cc2)n1	-5	9	1	2	-0.1	-16	4	0	4
CCCCn1c(-c2cccc(Br)c2)nc2cc3[nH]c(=O)c(C(C)C)nc3cc21	-12	-24	18	-3	0.0	27	21	0	5
Cc1ccccc1NC(=S)N(Cc1cccnc1)Cc1ccccc1Cl	-8	-14	-1	-6	1.6	-5	5	3	3
Cc1cccc(CC2S/C(=N/N=C/c3ccco3)NC2=O)c1 (stereo not given)	4	-15	2	-5	-0.7	15	6	-11	-3
Cn1cc(Br)c(-c2cccc(NC(=O)CCC(=O)O)c2)n1	-5	-6	16	-1	0.5	-5	8	-20	11
CCOC(=O)C1CCN(C(=O)CCNS(=O)(=O)c2cc(Br)cnc2N)CC1	-7	-5	3	-3	3.5	-17	1	-12	6
CCCCN(C)CCCNC(=O)c1ccc2c(c1)N(CC)C(=O)c1ccccc1S2=O (stereo not given)	-8	-19	-9	-10	0.3	-7	1	47*	-24
O=P(c1ccccc1)(c1ccccc1)c1cc(Br)cc(Br)c1OCCO	-16	-30	13	-6	-1.6	-28	-3	-8	7
CNC(=S)N(C1=NCC(c2ccc([N+](=O)[O-])cc2)S1)c1ccccc1 (stereo not given)	-14	12	14	-6	14	-8	-1	2	-3
Cc1cc(F)ccc1S(=O)(=O)Nc1ccccc1C(=O)NC1CCN(Cc2ccccc2)CC1	4	/	-3	-2	2.7	-14	23	-20	5
C/C(=N\NC(=O)CCCOc1ccc(Cl)cc1C)c1ccc(C)o1	-7	-20	12	-7	0.2	4	-3	0	2
N/C(=N\O)c1ccc(Oc2ccccc2Cl)c([N+](=O)[O-])c1	-12	-10	23	-2	3.9	39	3	-10	6
CC(C)(C)c1ccc2c(c1)N(CC(=O)O)C(=O)CO2	-13	1	22	-4	1.0	18	12	-4	3
CCCn1c(NCc2ccccn2)nc2ccccc21	-9	-1	1	-4	-0.1	-1	-1	10	-4

New compounds follow.
SMILES	CHO-K1 Ca antag	CHO parental Ca	M1 PAM parental	M1 ag	M1 ag parental	TAAR1 antag	TAAR1 agonist	M1 antag	M1 PAM
Nc1sc2c(c1C(=O)NC1CCS(=O)(=O)C1)CCCC2 (stereo not given)	-6	-10	22	-2	0.3	1	0	-3	3
CCCOc1ccc(CC(=O)NCC2(c3ccccc3)CCOCC2)cc1OC	1	-15	15	0	0.5	-9	2	-7	4
Cc1noc(C)c1S(=O)(=O)Nc1ccc(C#N)cc1	-14	3	17	0	3.9	-14	0	-17	11
COc1cccc(N2CCN(CC(=O)Nc3ccccc3C(=O)NCc3ccccc3)CC2)c1	4	-23	6	-1	7.2	66*	29	34*	-11
CC(C)COC(=O)N1CCCCC1c1cc(C(=O)N2CCOCC2)no1 (stereo not given)	4	/	-1	-9	0.4	-20	4	0	-6
CC(=O)Nc1ccc(NC(=O)c2c(C)noc2C)cc1	5	3	7	0	0.4	-22	2	10	-1
CCC1(c2ccccc2)NC(=O)N(CC(=O)N(C)CC(=O)Nc2cccc(F)c2)C1=O (stereo not given)	-3	-5	11	-5	0.6	1	0	4	0
Cc1ccc(CN(c2ccc(C(=O)N3CCOCC3)cc2)S(C)(=O)=O)cc1	-15	-7	17	0	0.2	-12	7	-11	11
CCOCCCNC(=O)CCC(=O)NNc1nc2ccccc2c2nc(-c3ccccc3)nn12	-5	-16	15	-5	3.6	3	5	6	0
CCOC(=O)C1(Cc2cccc(F)c2)CCN(C(=O)c2cnc(C)cn2)CC1	1	-11	18	1	0.5	-6	8	1	5
COCCNC(=O)C1(C)CCN(C(=O)c2oc3ccccc3c2C)C1 (stereo not given)	6	/	-4	-2	0.4	-20	0	8	-5
Cn1c(CNc2ccc(Br)cc2)nc2ccccc21	0	-9	2	-3	4.1	1	2	5	-8
O=C(CCNC(=O)c1ccc(Cl)cc1)Nc1cccc(S(=O)(=O)N2CCCCCC2)c1	5	-6	13	-4	2.0	-7	0	-12	9
Cc1nonc1NC(=O)CSc1nc(C2CCCCC2)nc2ccccc12	-4	-17	18	-4	4.0	6	15	6	0
Cc1[nH]n(C(N)=S)c(=O)c1N=Nc1cc(-c2ccc(Br)cc2)[nH]n1	-14	-9	19	-1	0.7	3	0	-6	8
CCn1c(CC(=O)Nc2ccccc2F)nnc1SCC(=O)NC1=NCCS1	0	/	7	-3	0.9	-32	12	-18	13
COc1ccc(NCN2C(=O)CCC2=O)cc1	-7	3	25	-2	1.1	7	1	-26	8
Nc1ccn([C@@H]2O[C@H](CN=C3NS(=O)(=O)c4ccccc43)[C@@H](O)[C@H]2O)c(=O)n1	-13	/	19	0	0.5	2	4	-15	13
